Compound activity from PubChem.
FBW7 act: activators of human E3 ligase FBW7; AlphaScreen FBW7–phospho-cyclin E peptide binding, activator screen; Q969H0; normalized activity (activation), % at 26.1 µM; 650,000 tested, 0.13% active; in the data active = normalized activity above about 1.9%;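 also: purified mutant Fbw7 with reduced substrate affinity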
GPR151 ag: human GPR151 activation; AID 1508602; 650,000 tested, 1% active; activation, % at 11.2 µM; PathHunter beta-arrestin GPR151 cells, luminescence; in the data active = activation above about 4.9%;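 also: 0% = median of compound wells and 100% = cells with positive control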
Target sequence (Q8TDV0 whole entry, looked up): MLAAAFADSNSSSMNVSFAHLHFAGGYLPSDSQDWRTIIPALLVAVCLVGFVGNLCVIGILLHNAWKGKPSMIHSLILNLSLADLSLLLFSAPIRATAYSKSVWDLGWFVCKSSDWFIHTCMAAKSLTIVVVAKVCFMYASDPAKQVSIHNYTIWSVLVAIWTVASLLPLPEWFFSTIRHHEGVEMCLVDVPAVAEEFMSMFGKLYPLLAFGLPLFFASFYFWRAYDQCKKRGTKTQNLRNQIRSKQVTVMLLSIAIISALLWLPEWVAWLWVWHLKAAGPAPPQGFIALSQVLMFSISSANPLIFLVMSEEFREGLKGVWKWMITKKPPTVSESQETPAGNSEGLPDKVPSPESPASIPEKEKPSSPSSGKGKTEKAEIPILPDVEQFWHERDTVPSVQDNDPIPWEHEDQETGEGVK
MITF primary: blocks human microphthalmia-associated transcription factor. inhibition, % at 2.6 µM. AlphaScreen MITF homodimerization, bead proximity signal. 650,000 tested, 0.91% active. O75030. AID 1259374; in the data active = inhibition above about 50%;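 also: 0% = vehicle wells with protein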
Target sequence (O75030 whole entry, looked up): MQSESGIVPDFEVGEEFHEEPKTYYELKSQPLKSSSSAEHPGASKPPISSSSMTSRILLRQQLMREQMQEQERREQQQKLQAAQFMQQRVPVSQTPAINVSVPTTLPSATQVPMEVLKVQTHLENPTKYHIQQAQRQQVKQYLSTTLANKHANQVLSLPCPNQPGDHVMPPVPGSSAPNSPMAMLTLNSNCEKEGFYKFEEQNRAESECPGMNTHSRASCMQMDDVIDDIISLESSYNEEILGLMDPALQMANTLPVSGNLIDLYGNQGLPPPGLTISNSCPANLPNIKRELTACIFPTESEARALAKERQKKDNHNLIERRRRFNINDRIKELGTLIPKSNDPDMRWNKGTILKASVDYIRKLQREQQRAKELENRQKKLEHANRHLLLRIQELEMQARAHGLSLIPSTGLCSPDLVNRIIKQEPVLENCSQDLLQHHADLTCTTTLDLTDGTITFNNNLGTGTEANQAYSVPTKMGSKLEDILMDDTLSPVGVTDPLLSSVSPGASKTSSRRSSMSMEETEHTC
TEAD-YAP block: TEAD-YAP interaction inhibition. AID 1259422. 640,000 tested, 1.4% active. inhibition, % at 9.12 µM. HEK-TIYL cells, TEAD-Gal4/YAP UAS-luciferase luminescence; in the data active = inhibition above about 32%;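 also: 0% = median of test compound wells and 100% = reference inhibitor wells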
* = called active by the depositor; x = not tested or not shown. An unsorted share of the library. Share with any hit: about 3.4%.

Under each structure – FBW7 act, GPR151 ag, MITF primary, TEAD-YAP block
- O=C(Nc1ccc(Oc2ccc(NC(=O)c3ccc(F)cc3)cc2)cc1)c1ccc(F)cc1
  -0.1, 0.2, -11, -9
- CCC(=O)N(Cc1cc2cc(C)ccc2n2nnnc12)C1CCCCC1
  0.0, 3.0, -5, -9
- O=C(Nc1ccc(N2CCOCC2)cc1)Nc1ccc(Cl)c(Cl)c1
  0.1, 2.3, 2, -28
- CCOc1ccc(N2C(=O)S/C(=C\c3cccc(O)c3)C2=O)cc1
  -0.1, 0.6, 14, -3
- CCOC(=O)N1CCN(C(=O)Cn2cnc3sc4c(c3c2=O)CCCC4)CC1
  0.1, -0.7, 5, 0
- O=C1CC(c2ccc(Cl)cc2)CC2=C1C(c1cc3c(cc1Cl)OCO3)Nc1ccccc1N2 (configuration not stated)
  1.0, -1.5, 4, -10
- CCOCCCNC(=O)/C(C#N)=C/c1ccc(C)o1
  0.0, 1.0, 9, 1
- NS(=O)(=O)c1ccc(CCNC(=S)NC2CCCCC2)cc1
  0.0, 1.2, 8, 3
- C=CCNCc1ccccc1NS(=O)(=O)c1ccc(C)cc1
  -0.1, -1.6, -2, 3
- CC(NC(=O)c1noc2c1CCCCC2)c1ccccc1 (configuration not stated)
  0.3, -0.8, -16, -34
- O=C(NCCC1=CCCCC1)C1CC12CCN(C(=O)c1cn[nH]c1)CC2 (configuration not stated)
  -0.1, 0.5, -2, -8
- CC(=O)c1cc(-c2ccccc2)n(CCC(=O)NC(C)(C)C)c1C
  0.0, 0.3, 15, 7
- Cc1ccc(NC(=O)Cc2nc(CSc3nnc4nc(C)cc(C)n34)cs2)cc1
  0.0, -0.7, 5, -8
- Cc1sc2nc(SCC(=O)Nc3sc4c(c3C(N)=O)CCC4)[nH]c(=O)c2c1C
  0.0, -1.0, -5, -5
- CCNC(=O)Nc1nc2ccccc2s1
  0.7, -0.5, -2, -46

Continued:
Under each structure – FBW7 act, GPR151 ag, MITF primary, TEAD-YAP block
- C/C(=N/NC(=O)c1ccc([N+](=O)[O-])cc1)c1cccc(NC(=O)C2CC2)c1
  0.0, 1.3, 5, -5
- O=C(CN1C(=O)c2ccccc2S1(=O)=O)Nc1cccc(Cl)c1Cl
  -0.1, 0.6, -1, 5
- Cc1ccc(CNS(=O)(=O)c2ccc3[nH]c4c(c3c2)CCCC4)o1
  -0.1, 1.3, -2, 1
- Cc1ccc(N(CC(=O)NCCSCc2ccccc2Cl)S(C)(=O)=O)cc1C
  0.1, 1.6, 4, 13
- CCn1nc(C)c(CNC(=O)CC2C(=O)NCCN2Cc2cccc3ccccc23)c1C (configuration not stated)
  0.0, 1.7, 5, -3
- O=C(CC1(O)OC(c2ccccc2)=CC1=O)c1ccccc1 (configuration not stated)
  0.0, 1.1, -1, 4
- Cc1ccsc1CN1CCC2(CC1)CC2C(=O)NCCCn1ccnc1 (configuration not stated)
  0.0, 1.6, 16, -1
- Cc1ccc2c(c1)N(CC(=O)N(Cc1cccnc1)C1CCCC1)C(=O)C(C)O2 (configuration not stated)
  0.0, 0.4, -7, -1
- Cc1cc(C)n(/N=C\c2ccc(F)cc2)c(=O)c1C(N)=O
  -0.3, 0.6, 2, 11
- Cc1ccc(N2C(=O)c3n[nH]c(C)c3C2c2ccc([N+](=O)[O-])cc2)cc1 (configuration not stated)
  -0.2, -0.3, -5, -21
- O=C1N(c2ccccc2)C(c2ccccc2)N2CCCN12 (configuration not stated)
  0.1, -1.9, 16, 6
- CCC1CN(CC(=O)NCCN2CCOCC2)Cc2cc(OC)ccc2O1 (configuration not stated)
  -0.2, 1.9, 14, 5
- Nc1c(C(=O)NCC2CCCO2)sc(=S)n1-c1ccccc1 (configuration not stated)
  0.1, -0.6, 8, 2
- O=C(O)c1ccc(N2C(=O)CSC2=S)cc1
  0.0, -1.1, 17, 7
- COc1ccc(NC(=O)CN2CCN(CC(=O)Nc3ccc(F)cc3)CC2)cc1Cl
  -0.1, 0.1, -5, 15

Continuation.
Under each structure – FBW7 act, GPR151 ag, MITF primary, TEAD-YAP block
- COc1ccc(NC(=O)C2CCC(C(=O)Nc3ccc(OC)cc3)CC2)cc1 (configuration not stated)
  0.1, -0.3, 19, -1
- N#Cc1c(NC(=O)CSc2ccccn2)sc2c1CCCC2
  -0.1, 0.6, -5, -25
- Cc1ccccc1N/C(SCc1cccc(F)c1)=C(/C#N)C(=O)NCc1cccs1
  -0.1, 1.6, 3, -2
- CCCCC(=O)NC1=NC(=O)C(C)(C)S1
  0.0, 1.1, 0, 5
- Cc1nc2c(cc1N)nc(C)n2Cc1ccc(Br)cc1
  0.1, -1.0, 22, -5
- FC(F)(F)c1cccc(-n2cc(-c3ccccc3)c3c(NCCC4=CCCCC4)ncnc32)c1
  0.1, -0.8, 5, 4
- COC(=O)c1ccc(S(=O)(=O)C(F)(F)F)cc1N
  0.8, 3.7, -8, 7
- Cc1ccc(-c2c(C(=O)Nc3cccc(-n4c(C)ccc4C)c3)oc(=O)c3ccccc23)cc1
  -0.1, -1.1, 20, 2
- O=C(CCCn1nc(-c2ccccc2)c2ccccc21)NCCN1CCOCC1
  0.1, -1.4, -20, 6
- CC(=O)N(/C=C1\Sc2ccccc2C1=O)c1ccc(I)cc1
  -0.1, -0.4, -8, -11
- O=C(Nc1ccccc1C(F)(F)F)c1nn2c(C(F)(F)F)cc(-c3ccc(Br)cc3)nc2c1Cl
  0.0, 0.2, -6, -7
- COc1ccc(NC(=O)C2C3C=CC4(O3)C2C(=O)N(CCCN2CCN(Cc3ccccc3)CC2)C4C(=O)NC2CCCC(C)C2C)cc1 (configuration not stated)
  0.1, -1.0, 9, 11
- COc1ccccc1OCCCn1c(C)nc2ccccc21
  0.9, 2.1, 8, -1
- CCn1c(SCC(=O)Nc2ccc(NC(C)=O)cc2)nnc1-c1ccccc1
  0.0, -1.1, 14, 4
- CCN(CC)/C(=N\S(=O)(=O)c1ccc(C)cc1)c1ccc(F)cc1
  0.1, 0.0, 0, 12

Following part:
Under each structure – FBW7 act, GPR151 ag, MITF primary, TEAD-YAP block
- COc1ccc2nc(NC(=O)CN3C(=S)NC(C)(C)CC3C)sc2c1 (configuration not stated)
  -0.1, -0.9, 8, 3
- CC1(C)CC2CC(C)(CN2C(=O)NC(=O)c2ccccc2)C1 (configuration not stated)
  0.0, 0.7, -7, -6
- COc1ccc(Cl)cc1NC(=O)c1ccc(S(=O)(=O)NCC2CCCO2)cc1 (configuration not stated)
  -0.1, 1.0, 11, -4
- CN(Cc1ccc(F)cc1)c1ccc(OCC(=O)NCC2CCCO2)nn1 (configuration not stated)
  -0.3, 0.9, 3, -5
- O=C(COc1ccc([N+](=O)[O-])cc1)N/N=C/c1ccc2ccccc2c1
  0.0, 0.1, 11, 10
- Cc1ccc(S(=O)(=O)Nc2ccccc2C(=O)Nc2sc3c(c2-c2nc4ccccc4s2)CCCC3)cc1
  1.1, 0.6, 8, 4
- O=C(Nc1ccc(OCc2ccccc2)cc1)C1C2CC3OC(=O)C1C3C2 (configuration not stated)
  0.1, -0.7, 2, -34
- O=C(COc1cccc(Cl)c1)Nc1ccc([N+](=O)[O-])cc1Br
  0.0, -0.2, 12, 2
- Cc1ccc(C(=O)Nc2sc3c(c2C#N)CCC3)cc1
  0.2, 0.0, -6, -9
- CCN(CC)CC(=O)Nc1c(C(=O)OC)[nH]c2ccc(C)cc12
  -0.1, 0.0, 0, 1
- O=C(CCC1CCCN(C(=O)CCn2cncn2)C1)NCc1ccccc1F (configuration not stated)
  -0.1, 0.2, 11, -6
- COc1ccc(NC(=O)c2ccc(-c3cccc(Cl)c3C)o2)cc1
  1.5, 0.2, 22, 0
- CCOC(=O)C(=N\O)/C(C)=N/NC(=O)c1ccccc1
  0.3, -0.6, 13, -55
- COc1ccc(OCC(=O)Nc2cccc(NC(=O)COc3ccc(OC)cc3)n2)cc1
  -0.1, -0.8, -3, -45
- O=CNC1CC2(CCCC2)Oc2ccccc21 (configuration not stated)
  -0.1, 0.8, -9, 2

More results follow.
Under each structure – FBW7 act, GPR151 ag, MITF primary, TEAD-YAP block
- CCOC(=O)N1CCN(C(=O)c2ccc(N3CC4CC(C3)c3cccc(=O)n3C4)c(NC(=O)c3cccs3)c2)CC1 (configuration not stated)
  -0.1, -0.3, -1, -10
- c1ccc(CCc2nnc3n2CCN(Cc2ccc4ncccc4c2)CC3)cc1
  -0.1, -0.3, 7, -11
- N[C@H](CC(=O)O)C(=O)O
  -0.1, -0.2, 17, x
- COc1cc(C(=O)NNC(=O)c2cccc(Br)c2)cc(OC)c1OC
  -0.1, -0.7, -3, 7
- O=C(OCCN1C(=O)c2cccc3c(N4CCOCC4)ccc(c23)C1=O)c1ccc(S(=O)(=O)N2CCOCC2)cc1
  0.0, 0.3, 2, 4
- CC1(C)N=C(N)NC(Nc2ccccc2Cl)=N1
  0.1, -0.8, 6, -2
- CCc1nc(NC(C)=O)sc1-c1ccc([N+](=O)[O-])o1
  0.0, -0.2, 3, 11
- COc1cc2c(cc1OC)CN(S(=O)(=O)c1ccc(C(C)(C)C)cc1)CC2
  0.1, -1.0, -19, -3
- Cc1cccc(Nc2nc(Nc3cccc(C)c3)nc(SC(=S)N3CCOCC3)n2)c1
  0.8, 0.0, 17, -17
- CC1=NN(c2ccccc2C)C(=O)C1N=Nc1ccccc1 (configuration not stated)
  0.1, -0.6, 1, 3
- CC(=O)Cc1nsc(NCCc2ccccc2)n1
  -0.1, 1.5, 3, 0
- O=C(c1cccc(Cl)c1)N1CCN(S(=O)(=O)c2ccc3ccccc3c2)CC1
  -0.1, -0.4, 10, 3
- COc1ccccc1C(=O)O/N=C(\c1ccccc1)c1ccncc1
  -0.3, 0.2, 1, -2
- C=C(Cl)COc1cc2oc(=O)cc(C)c2cc1Cl
  0.1, -0.5, -2, 1
- CNCc1cc(I)c(OC2CCCC2)c(OC)c1
  0.5, -0.6, -16, -15

The listing continues.
Under each structure – FBW7 act, GPR151 ag, MITF primary, TEAD-YAP block
- CC(C)Sc1nc2ccccc2n2cnnc12
  -0.2, -1.0, -1, -12
- Cc1cccc(NC(=O)CCC(=O)NCc2ccccc2)c1C
  0.2, 1.2, 17, -1
- COc1ccc(NC(=O)c2cc3cc(Br)ccc3o2)cc1
  -0.1, -1.6, 7, -10
- Cc1nc(C)c(C(=O)Nc2ccc(Oc3ccccc3)cc2)o1
  0.0, 1.1, -3, 14
- NC(=O)CN(c1ccccc1F)S(=O)(=O)c1ccccc1
  0.0, -0.5, -7, 2
- CCCc1sc(Nc2ccccc2OC)nc1-c1ccc(Cl)c(Cl)c1
  -0.1, 0.5, -2, 16
- CCC1(C)Cc2c(c(N3CCOCC3)nc3sc4c(=O)[nH]cnc4c23)CO1 (configuration not stated)
  0.1, 0.7, 0, -2
- Cn1c(=O)c2c(nc(NCCNC(=O)CCCl)n2Cc2ccc(F)cc2)n(C)c1=O
  0.0, 0.6, 0, 3
- Cc1cc(-c2ccccc2)n2ncc(-c3cccc(Br)c3)c2n1
  1.1, -0.7, 4, 1
- COc1cccc(/C=C2/SC(=Nc3cc(C)cc(C)c3)NC2=O)c1O
  0.0, -0.5, 5, -9
- CC(C)(C)c1ccc(-c2nc(-c3cccnc3)no2)cc1
  0.0, -1.7, 7, -55
- COc1ccc(CC2(CCC(=O)NCCCn3cccn3)CCC(=O)N2)c2ccccc12 (configuration not stated)
  -0.1, -0.1, -6, 5
- O=C(NCCc1ccc(Cl)cc1)c1cc(Sc2ccc(F)cc2)nc2ccccc12
  0.0, -0.5, -6, -8
- CCOc1ccc(NC(=O)CSc2nc(N)c(NC(=O)c3ccco3)c(=O)[nH]2)cc1
  0.9, -0.8, 20, 7
- CN(C)[C@@H]1CCN(Cc2ccccc2)C[C@@H]1CCC(=O)Nc1cccc(Cl)c1
  1.0, -1.1, 20, 3
- CC(C)CNc1ncc(-c2ccccc2Oc2ccccc2)n2ccnc12
  -0.2, -1.0, 7, 2
- Clc1ccc(Cn2cc(-c3ccncc3)cn2)c(Cl)c1
  0.1, 1.9, 10, 3

Four records drawn at random from the list so far:
Under each structure – FBW7 act, GPR151 ag, MITF primary, TEAD-YAP block
- Cn1c(=O)c2c(nc(NCCNC(=O)CCCl)n2Cc2ccc(F)cc2)n(C)c1=O
  0.0, 0.6, 0, 3
- CCC1(C)Cc2c(c(N3CCOCC3)nc3sc4c(=O)[nH]cnc4c23)CO1 (configuration not stated)
  0.1, 0.7, 0, -2
- COc1ccc(NC(=O)c2cc3cc(Br)ccc3o2)cc1
  -0.1, -1.6, 7, -10
- CCCc1sc(Nc2ccccc2OC)nc1-c1ccc(Cl)c(Cl)c1
  -0.1, 0.5, -2, 16

An excerpt from further up:
Under each structure – FBW7 act, GPR151 ag, MITF primary, TEAD-YAP block
- CCOc1ccc(NC(=O)CSc2nc(N)c(NC(=O)c3ccco3)c(=O)[nH]2)cc1
  0.9, -0.8, 20, 7
- CN(C)[C@@H]1CCN(Cc2ccccc2)C[C@@H]1CCC(=O)Nc1cccc(Cl)c1
  1.0, -1.1, 20, 3
- CC(C)CNc1ncc(-c2ccccc2Oc2ccccc2)n2ccnc12
  -0.2, -1.0, 7, 2
